# RGS4 inh: RGS4 inhibitors, primary screen, cell-based, HEK293 M3R inducible RGS4, calcium flux. Regulator of G-protein signaling 4 (Homo sapiens), P49798. Fluo-4 calcium flux; stronger effect = higher value; triggered by carbachol at its EC20. B-score at 10 µM. hit rate 0.45% among 310,000. AID 463165, 2010;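 active = B-score, a plate-corrected calcium signal, over three deviations above library mean, with baseline fluorescence within five deviations of library mean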;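 also: RGS4 expression induced by doxycycline in cells with stable M3 receptor; B-score is computed from the integrated fluorescence ratio over baseline after carbachol; higher B-score means a larger calcium signal and so more RGS4 inhibition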
# SKKanGAS inh: S. pyogenes SKKanGAS growth inhibitors in kanamycin, primary screen, streptokinase expression inhibitor project, SKKanGAS strain, BacTiter-Glo luminescence. hit rate 1.3% among 300,000. 6 h. AID 1662, 2009. inhibition, % at 7.5 µM;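 active = mean replicate score, as percent of positive control median, at least 50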;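 also: strain carries kanamycin resistance gene driven by streptokinase promoter and grows in 40 µg/ml kanamycin; loss of luminescence reflects streptokinase promoter inhibition or plain growth inhibition; 0% = median of DMSO wells and 100% = positive control at its reference dose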
# TRPC6 activator: mouse TRPC6 channel activators, primary screen, cell-based, HEK293, membrane potential dye; Short transient receptor potential channel 6 (Mus musculus), Q61143; HEK293-TRPC6 membrane potential dye fluorescence; stronger effect = higher value; B-score at 10 µM; hit rate 0.13% among 310,000;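 active = B-score of the integrated fluorescence ratio above library mean plus 3 SD, and starting fluorescence ratio within library mean plus 5 SD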;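 also: higher score means more depolarization so channel activation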
# TRPC4 inh: inhibitors of mouse TRPC4 channel, primary screen, Fluo4 calcium, HEK293 TRPC4beta/mu-opioid cells. Short transient receptor potential channel 4 (Mus musculus), Q9QUQ5. DAMGO-evoked Fluo4 calcium flux; stronger effect = lower value. AID 2247, 2010. hit rate 0.39% among 300,000. B-score at 10 µM;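 active = B-score over 3 SD under the library average, no early fluorescence shift, positive overall ratio signal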
# Target sequence (Q9QUQ5 whole entry, looked up): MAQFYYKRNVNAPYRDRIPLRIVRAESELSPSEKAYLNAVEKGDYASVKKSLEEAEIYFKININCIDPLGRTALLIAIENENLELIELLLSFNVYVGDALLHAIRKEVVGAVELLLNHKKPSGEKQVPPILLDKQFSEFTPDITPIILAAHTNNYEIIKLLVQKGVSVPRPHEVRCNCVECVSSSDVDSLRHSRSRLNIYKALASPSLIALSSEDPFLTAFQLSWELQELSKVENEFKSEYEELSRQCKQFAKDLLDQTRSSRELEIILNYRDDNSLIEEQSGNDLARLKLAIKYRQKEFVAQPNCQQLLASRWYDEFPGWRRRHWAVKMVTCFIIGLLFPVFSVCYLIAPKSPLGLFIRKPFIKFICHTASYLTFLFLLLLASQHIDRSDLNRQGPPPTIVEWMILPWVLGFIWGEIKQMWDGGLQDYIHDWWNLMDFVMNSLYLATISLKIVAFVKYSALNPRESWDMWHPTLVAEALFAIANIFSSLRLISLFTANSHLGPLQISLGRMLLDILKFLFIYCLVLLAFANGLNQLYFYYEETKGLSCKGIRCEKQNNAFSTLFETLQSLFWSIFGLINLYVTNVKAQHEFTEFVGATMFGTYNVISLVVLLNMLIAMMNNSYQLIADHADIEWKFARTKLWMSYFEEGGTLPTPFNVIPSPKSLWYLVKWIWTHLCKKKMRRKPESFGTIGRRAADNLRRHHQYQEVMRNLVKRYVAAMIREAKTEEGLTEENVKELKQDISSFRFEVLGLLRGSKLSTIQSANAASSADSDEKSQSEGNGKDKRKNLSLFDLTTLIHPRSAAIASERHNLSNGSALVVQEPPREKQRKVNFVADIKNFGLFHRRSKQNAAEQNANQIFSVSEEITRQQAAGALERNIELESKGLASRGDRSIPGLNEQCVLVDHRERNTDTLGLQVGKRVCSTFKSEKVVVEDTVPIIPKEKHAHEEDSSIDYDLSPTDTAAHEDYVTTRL
#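 test system = HEK293 cells with stable TRPC4beta plus mu-opioid receptor expression | detection = Fluo4 Ca2+ flux fluorescence | read-out = integrated fluorescence ratio relative to baseline, converted to per-well B score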
# TRPC6 inhibitor: mouse TRPC6 channel inhibitors, primary screen, cell-based, HEK293, membrane potential dye; Short transient receptor potential channel 6 (Mus musculus), Q61143; ACh-evoked depolarization; stronger effect = lower value; B-score at 10 µM; hit rate 1.1% among 310,000; AID 2553, 2010;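 active = B-score under library mean minus 3 SD, initial fluorescence not abnormally high, positive integrated signal ratio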;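 also: B-score derived from integrated fluorescence ratio over the kinetic read; more negative B-score means stronger inhibition of depolarization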
# RGS4 act: RGS4 potentiators or activators, primary screen, cell-based, HEK293 M3R inducible RGS4, calcium flux; carbachol calcium flux Fluo4; stronger effect = lower value; B-score at 10 µM; hit rate 0.92% among 310,000;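 active = B-score of the integrated calcium signal more than 4 SD below the library mean, with starting fluorescence not abnormally high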;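 also: negative B-score means reduced calcium response which marks RGS4 activation or potentiation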
#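 test system = M3R-expressing HEK293 line, RGS4 induced by doxycycline | probe or stimulus = carbachol at ECmax as muscarinic agonist stimulus | timing = dye loading 30 min 37 °C, buffer rest 30 min RT | signal = calcium dye Fluo4 fluorescence | evaluation = B score from integrated fluorescence ratio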
# HIF activator: HIF pathway transcriptional activators, primary screen, cell-based, U2OS HRE-luciferase, luminescence | U2OS HRE-luciferase reporter; normalized: DMSO 0%, desferrioxamine 100% | hit rate 0.32% among 300,000 | activation, % at 7.5 µM (by protocol);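 active = mean activation of at least 10% of the iron chelator positive control signal, with at least half of replicates also reaching 10%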
# MrgX1 ag: agonists of human MrgX1 receptor, primary screen, HEK293 cells, Fluo-4 calcium flux; AID 588627, 2011; Mas-related G-protein coupled receptor member X1 (Homo sapiens), Q96LB2; hit rate 0.44% among 310,000; B-score at 10 µM; Fluo-4 calcium fluorescence, agonist mode; stronger effect = higher value;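 active = calcium response B-score plate-corrected fluorescence ratio at least 3 library SD, with starting fluorescence B-score inside 5 SD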
#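 Material: MrgX1-expressing HEK293 cells; input: 15,000 cells per well; doses: test compound given as first of three sequential additions; schedule: overnight plating before 1 h dye loading; technique: Fluo-4 NW calcium-flux fluorescence, kinetic read; evaluation: baseline-normalised fluorescence change ratio, B-scored; control set: plate-wise positive and negative controls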
# MrgX1 antag: antagonists of human MrgX1 receptor, primary screen, HEK293 cells, Fluo-4 calcium flux; Mas-related G-protein coupled receptor member X1 (Homo sapiens), Q96LB2; AID 588676, 2011; hit rate 1.3% among 310,000; B-score at 10 µM; BAM8-22 antagonism; stronger effect = lower value;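 active = calcium-response B-score plate-corrected more than 3 library SD below zero, starting fluorescence within 5 deviations, no agonist response on first addition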;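 also: peak minus trough fluorescence over baseline after final BAM8-22 challenge near maximal dose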
# Platelet DG rel: inhibitors of platelet dense granule secretion, primary screen, cell-based, MLPCN, human platelets; hit rate 0.22% among 300,000; AID 1663, 2009; inhibition, %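 (compounds screened at 7.5 µM in platelet-rich plasma)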; human platelet-rich plasma, SFLLRN dense granule ATP release, luminescence;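 active = mean replicate score, as percent of positive control, at or above 50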
# MrgX1 PAM: positive allosteric modulators of MrgX1, primary screen, HEK293 cells, Fluo-4 calcium flux; Mas-related G-protein coupled receptor member X1 (Homo sapiens), Q96LB2; FDSS; stronger effect = higher value; B-score at 10 µM; hit rate 0.63% among 310,000;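 active = plate-corrected calcium response at least 3 library SD above typical, normal starting fluorescence, not activating the receptor alone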;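 also: compound read alongside a low EC10 to EC30 dose of BAM8-22 agonist; peak minus trough fluorescence over baseline measured at the second addition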
# Active calls of the source: *; i = inactive; · = not tested or not shown. Compounds as they come; any-hit rate near 6.1%.
# Value order – RGS4 inh, SKKanGAS inh, TRPC6 activator, TRPC4 inh, TRPC6 inhibitor, RGS4 act, HIF activator, MrgX1 ag, MrgX1 antag, Platelet DG rel, MrgX1 PAM
CN(NC(=O)NN)c1ncc(C(F)(F)F)cc1Cl
→ i, 0, i, i, i, i, -0.5, i, i, -1, i
OCC1(Cc2ccccc2F)CCCN(Cc2c(F)ccc(F)c2F)C1 (configuration not stated)
→ i, 12, i, i, i, i, 0.4, i, i, -3, i
CC(=O)NCCN1C(=O)C2C3c4ccccc4C(c4ccccc43)C2C1=O (configuration not stated)
→ i, 5, i, i, i, i, -0.9, i, i, -7, i
CCOC(=O)NC1(C(F)(F)F)C(=O)NC(C)=C1C(=O)OC (configuration not stated)
→ i, 4, i, i, i, i, -0.2, i, i, -3, i
Cc1ncc(CO)c2c1OC(C)(C)OC2
→ i, -5, i, i, i, i, 0.4, i, i, 9, i
CC(=O)Nc1ccc(S(=O)(=O)NCc2cccnc2)cc1
→ i, -7, i, i, i, i, -0.1, i, i, 1, i
COc1ccc(CN2C(=O)Cc3c2nc(N)c2c(N)nc(N4CCOCC4)c(C#N)c32)cc1
→ i, 13, i, i, i, i, -0.2, i, i, -3, i
O=C(COc1ccc([N+](=O)[O-])cc1)NNC(=O)c1cccs1
→ i, -11, i, i, i, i, 0.7, i, i, -15, i
CCOc1ccc(NS(=O)(=O)c2ccc3c(c2)N(C(C)=O)CC3)cc1
→ i, -1, i, i, i, i, -1.3, i, i, 13, i
CC(=O)N/C(=C/c1ccc([N+](=O)[O-])cc1)C(=O)O
→ i, -17, i, i, i, i, -0.4, i, i, -2, i
COCCNC(=O)C(c1ccc(O)cc1)N(Cc1ccco1)C(=O)CCC(=O)Nc1ccccn1 (configuration not stated)
→ i, -1, i, i, i, i, 0.6, i, i, 4, i
CC(C)(C)C1CCc2c(sc(NC(=O)c3cccs3)c2C(N)=O)C1 (configuration not stated)
→ i, 8, i, i, i, i, 0.5, i, i, 0, i
Cn1cccc/c1=N\c1cccc[n+]1C
→ i, -1, i, i, i, i, -0.1, i, i, 9, i
Cc1ccc(NC(=O)NCc2cccnc2)cc1C
→ i, -1, i, i, i, i, 0.2, i, i, -4, i
Cn1c(C(=O)N2CCOCC2)cnc1Sc1ncc(C(F)(F)F)cc1Cl
→ i, -4, i, i, i, i, 0.0, i, i, 0, i
CCCn1c(CCC(=O)O)ccc1-c1ccc(OC)cc1
→ i, 6, i, i, i, i, 3.5, i, i, 3, i
N#CCCn1c2ccccc2c2nc3ccccc3nc21
→ i, 4, i, i, i, i, 0.3, i, i, -2, i
CCOC(=O)c1sc2nc(CSc3nc4ccccc4n3CC)[nH]c(=O)c2c1C
→ i, 23, i, i, i, i, -0.6, i, i, 2, i
CCCCCOC(=O)C1=C(C)NC(=O)NC1c1ccc(OC)cc1 (configuration not stated)
→ i, 15, i, i, i, i, -0.2, i, i, -1, i
CCCCSc1nc(C)cc(SCC(=O)N/N=C/c2cccc(OC)c2O)n1
→ i, 70*, i, i, i, i, 21*, i, i, 2, i
CCCCCC(=O)C(=O)c1ccc(O)cc1O
→ i, 0, i, i, i, i, -16, i, i, -4, i
CCc1nc(Nc2cc(OC)ccc2OC)c2oc3ccccc3c2n1
→ i, -10, i, i, i, i, 0.3, i, i, 6, i
C=CCn1c(SCC(=O)Nc2ccc(O)cc2)nc2sc(CC)cc2c1=O
→ i, 1, i, i, i, i, 0.1, i, i, 28, i
COc1ccc(CNC(=O)C2(CC3CC(c4ccccc4)=NO3)CCN(C(=O)C3(C)CC3)CC2)cc1 (configuration not stated)
→ i, -6, i, i, i, i, -0.6, i, i, 6, i
COC(=O)C1=C(C)NC(C)=C(C(=O)OC)C1c1ccc(N(C)C)cc1
→ i, 4, i, i, i, i, 0.2, i, i, 3, i
CC(C)c1ccc(NC(=O)C(=O)C2C(=O)Nc3ccccc32)cc1 (configuration not stated)
→ i, 24, i, i, i, i, 2.8, i, i, 1, i
Cc1ccc(NCCNc2ccc(C)cc2)cc1
→ i, 6, i, i, i, i, 0.3, i, i, 1, i
Cc1cc(C(=O)O)ccc1-c1ccc(/C=N/n2cnnc2)o1
→ i, 2, i, i, i, i, -0.7, i, i, 1, i
CCN(CC)C(=O)c1sc2nc(-c3ccccc3)ccc2c1N
→ i, -3, i, i, i, i, 3.3, i, i, 8, i
Cc1cccc(N2CCN(c3ccc4cc(S(=O)(=O)N5CCCCC5)ccc4n3)CC2)c1C
→ i, 2, i, i, i, i, -0.3, i, i, -5, i

# Next section; it opens with the two that closed the last part.
# Value order – RGS4 inh, SKKanGAS inh, TRPC6 activator, TRPC4 inh, TRPC6 inhibitor, RGS4 act, HIF activator, MrgX1 ag, MrgX1 antag, Platelet DG rel, MrgX1 PAM
CCN(CC)C(=O)c1sc2nc(-c3ccccc3)ccc2c1N
→ i, -3, i, i, i, i, 3.3, i, i, 8, i
Cc1cccc(N2CCN(c3ccc4cc(S(=O)(=O)N5CCCCC5)ccc4n3)CC2)c1C
→ i, 2, i, i, i, i, -0.3, i, i, -5, i
Cc1csc(NC(=O)CN2C(=O)c3ccccc3C2=O)c1C(N)=O
→ i, -4, i, i, i, i, 1.4, i, i, 5, i
N/C(=N\OC(=O)c1ccc2c(c1)OCO2)c1ccc(Br)cc1
→ i, 2, i, i, i, i, 1.5, i, i, 6, i
CCOC(=O)N1CCC(NC(=O)Cn2nc(Cc3ccncc3)c3ccccc3c2=O)CC1
→ i, -3, i, i, i, i, 0.0, i, i, 6, i
CCOc1nc(NCCc2ccc(OC)c(OC)c2)nc(NC(C)(C)CO)n1
→ i, -3, i, i, i, i, 0.2, i, i, -1, i
CCC(C)NC(=O)Nc1ccc(Br)cc1 (configuration not stated)
→ i, -12, i, i, i, i, 0.8, i, i, 11, i
CCCOc1ccc(-c2nc(-c3ccc(N)cc3)cs2)cc1
→ i, 24, i, i, i, i, 1.8, i, i, -1, i
COc1ccc2nc(NNC(=O)c3cc(=O)c4ccccc4o3)sc2c1
→ i, 50*, i, i, i, i, 1.1, i, i, 3, i
COc1cccc(CNC(=O)CCCNS(=O)(=O)c2cccs2)c1
→ i, 2, i, i, i, i, -0.2, i, i, -10, i
COC(=O)c1c(NC(=S)NN2CCOCC2)sc2c1CCCC2
→ i, -8, i, i, i, i, -0.8, i, i, -2, i
CCOC(=O)N/N=C/c1ccccc1OCc1ccc(Cl)cc1
→ i, 1, i, i, i, i, 2.0, i, i, -6, i
Cc1ccc(SC(C)C(=O)NCc2ccncc2)cc1 (configuration not stated)
→ i, -1, i, i, i, i, -1.1, i, i, -2, i
O=C(CN1CCCCCC1)Nc1ccccc1OC(F)F
→ i, 4, i, i, i, i, 0.0, i, i, -1, i
CC(=O)Nc1ccc(NC(=O)COc2ccc(Cl)cc2Cl)cc1
→ i, -13, i, i, i, i, 1.4, i, i, -6, i
Cc1ccc(C(=O)N(CC(=O)NC2CCCCC2)c2ccccc2F)s1
→ i, 5, i, i, i, i, 0.0, i, i, -10, i
O=C(Nc1ccc(Oc2ccccc2)cc1)c1ccco1
→ i, 0, i, i, i, i, 1.2, i, i, 3, i
CCCc1nc(SCC(=O)Nc2cc(Cl)ccc2OC)c2c(=O)n(C)c(=O)n(C)c2n1
→ i, 1, i, i, i, i, -0.4, ·, ·, -2, ·
O=C(O)C1=C[C@@H](c2ccc3c(c2)OCO3)C[C@@H](OCc2ccc(CO)cc2)O1
→ i, 5, i, i, i, i, -2.6, i, i, 0, i
Oc1ccc(N2CCN(Cc3c(-c4ccccc4)nc4ccccn34)CC2)cc1
→ i, -3, i, i, i, i, 0.1, i, i, 9, i
O=C(Nc1ccc(OCC(F)(F)C(F)F)cc1)c1ccncc1
→ i, -10, i, i, i, i, 0.9, i, i, 12, i
NC(=O)Cn1c(=O)n(CCC(=O)Nc2ccc(F)cc2)c(=O)c2sccc21
→ i, 1, i, i, i, i, -0.1, i, i, 19, i
CCc1ccc(NCc2nc3ccccc3c(=O)[nH]2)cc1
→ i, -2, i, i, i, i, -3.5, i, i, 1, i
O=C(NC1CCCCC1)C(c1ccc(F)cc1)N(Cc1ccco1)C(=O)c1csnn1 (configuration not stated)
→ i, -2, i, i, i, i, -11, i, i, 2, i

# Complete entries from above. Values in the order: RGS4 inh | SKKanGAS inh | TRPC6 activator | TRPC4 inh | TRPC6 inhibitor | RGS4 act | HIF activator | MrgX1 ag | MrgX1 antag | Platelet DG rel | MrgX1 PAM
# `COc1cccc(CNC(=O)CCCNS(=O)(=O)c2cccs2)c1` reads i | 2 | i | i | i | i | -0.2 | i | i | -10 | i
# `CCc1ccc(NCc2nc3ccccc3c(=O)[nH]2)cc1` reads i | -2 | i | i | i | i | -3.5 | i | i | 1 | i

# Looked up above:
# In SKKanGAS inh, `NC(=O)Cn1c(=O)n(CCC(=O)Nc2ccc(F)cc2)c(=O)c2sccc21` is listed with 1
# In Platelet DG rel, `O=C(Nc1ccc(OCC(F)(F)C(F)F)cc1)c1ccncc1` is listed with 12
# In Platelet DG rel, `COC(=O)c1c(NC(=S)NN2CCOCC2)sc2c1CCCC2` is listed with -2
# In SKKanGAS inh, `CCC(C)NC(=O)Nc1ccc(Br)cc1` (configuration not stated) is listed with -12
# In Platelet DG rel, `O=C(Nc1ccc(Oc2ccccc2)cc1)c1ccco1` is listed with 3
# In HIF activator, `O=C(NC1CCCCC1)C(c1ccc(F)cc1)N(Cc1ccco1)C(=O)c1csnn1` (configuration not stated) is listed with -11
